GLP-1R agonist = qHTS of GLP-1 Receptor Agonists; Glucagon-like peptide 1 receptor (Homo sapiens), P43220; HEK293 GLP-1R CRE-luciferase, luminescence, 4-6 h; cells express a hypersensitive GLP-1R form; Potency, µM (series often up to 45.6 µM), for inactives: top-dose activation, hits mostly activators; 380,000 tested, 0.007% active; also: potency is read from the fitted curve at half-maximal effect; % of control where 0% means no effect
Target sequence (P43220 whole entry, looked up): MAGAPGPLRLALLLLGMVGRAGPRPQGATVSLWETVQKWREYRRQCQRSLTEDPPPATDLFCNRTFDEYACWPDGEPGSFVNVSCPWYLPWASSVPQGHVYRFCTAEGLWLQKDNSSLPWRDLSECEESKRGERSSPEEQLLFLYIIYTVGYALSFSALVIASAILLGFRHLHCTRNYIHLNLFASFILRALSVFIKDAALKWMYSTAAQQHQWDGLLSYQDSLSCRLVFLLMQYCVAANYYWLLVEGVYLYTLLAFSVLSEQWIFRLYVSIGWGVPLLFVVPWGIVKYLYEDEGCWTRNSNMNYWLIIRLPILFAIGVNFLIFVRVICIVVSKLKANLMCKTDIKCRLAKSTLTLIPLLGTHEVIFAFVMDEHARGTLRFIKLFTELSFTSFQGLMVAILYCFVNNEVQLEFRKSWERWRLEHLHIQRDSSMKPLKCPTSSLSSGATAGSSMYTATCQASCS
GLP-1R inv ag = qHTS of GLP-1 Receptor Inverse Agonists (Inhibition Mode). Potency, µM (titrated, usually from 38.3 µM), for the others: at the highest dose activity change, negative = inhibition, usual class: inhibitors. Glucagon-like peptide 1 receptor (Homo sapiens), P43220. AID 624417, 2012. HEK293 GLP-1R CRE-luciferase, luminescence, 24 h; GLP-1R form is constitutively active. 410,000 tested, 1.6% active; also: potency is read from the fitted curve at half-maximal effect; % is scaled to controls: 0 for no effect and ±100 for the full control effect; nearly all actives have a fitted effect of over 55% in size
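HEK293 cells stably co-expressing a cAMP-responsive luciferase reporter and constitutively active GLP-1R were seeded, incubated 12 h, then exposed to compounds for 24 h at 37 C. Luminescence was read 12 min after detection reagent; inverse agonists lower signal.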
HEK293 tox = qHTS of GLP-1 Receptor Inverse Agonists: Cytotox Screen. HEK293 cAMP-luciferase reporter cells, luminescence, 24 h. Potency, µM (highest dose often 38.3 µM), without a hit: top-dose activity change, negative = inhibition, most hits filed as inhibitors. 410,000 tested, 0.13% active. AID 624418, 2012;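 also: loss of luciferase light is scored as toxicity; potency is read from the fitted curve at half-maximal effect; % is scaled to controls: 0 for no effect and ±100 for the full control effect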
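Quantitative HTS format, 1536 wells, 200 cells/uL seeded. Compounds: 23 nL, 24 h, 37 °C. Detection: luciferase reagent, luminescence at 12 min RT; decreased signal taken as cytotoxic.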
PI5P4K alpha inh = qHTS for Inhibitors of phosphatidylinositol 5-phosphate 4-kinase (PI5P4K). 330,000 tested, 1.2% active. Phosphatidylinositol 5-phosphate 4-kinase type-2 alpha (Homo sapiens), P48426. PI5P4Kalpha enzyme, ADP-Glo luminescence, 60 min; hits give low values. max response, %. AID 652105, 2013; active = max response of -50% or lower; inconclusive = between -30% and -50%; inactive = -30% or higher; also: value at the top dose of about 77 µM; % is scaled to controls: 0 for no effect and ±100 for the full control effect
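Single end-point luminescence (ADP-Glo) quantified ADP from PI5P4Kalpha turnover; ATP 5 microM final, 1 h at RT, 0.1% CHAPS and 0.28 mM EGTA in HEPES pH 7.4.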
D3 ag = qHTS of D3 Dopamine Receptor Agonist: qHTS | D(3) dopamine receptor (Homo sapiens), P35462 | D3R DiscoveRx beta-arrestin cells, luminescence, 90 min | max activation, % | 410,000 tested, 0.58% active | AID 652048, 2013; in the data active = max activation above about 30%; also: 0% is about no effect; mostly tested at two doses, the higher about 12 µM
Target sequence (P35462 whole entry, looked up): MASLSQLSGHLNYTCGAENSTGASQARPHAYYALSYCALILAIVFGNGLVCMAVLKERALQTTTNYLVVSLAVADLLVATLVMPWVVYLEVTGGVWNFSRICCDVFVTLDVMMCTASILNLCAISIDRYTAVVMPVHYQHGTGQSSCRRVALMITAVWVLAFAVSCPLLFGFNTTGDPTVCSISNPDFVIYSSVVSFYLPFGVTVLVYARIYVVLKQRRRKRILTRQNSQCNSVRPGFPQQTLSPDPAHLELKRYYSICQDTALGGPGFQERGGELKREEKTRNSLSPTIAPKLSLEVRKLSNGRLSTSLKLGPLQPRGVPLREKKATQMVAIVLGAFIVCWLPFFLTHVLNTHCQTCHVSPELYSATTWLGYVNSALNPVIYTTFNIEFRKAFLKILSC
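Cells at 1500/well, incubated overnight, then treated with pinned compounds (dopamine as control) for 90 min at 37 degrees C. DiscoveRx reagent added for 30 - 60 minutes at room temperature; luminescence read.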
PLK1 PBD inh = qHTS for Inhibitors of PLK1-PDB (polo-like kinase 1 - polo-box domain): Primary Screen | Plk1 PBD binding of FITC phosphopeptide, fluorescence polarization | Serine/threonine-protein kinase PLK1 (Homo sapiens), P53350 | 360,000 tested, 2.8% active | Potency, µM, without a hit: max response, negative = inhibition, actives largely listed as inhibitors | AID 720504, 2013; also: potency is read from the fitted curve at half-maximal effect; series mostly up to about 57 µM; % is scaled to controls: 0 for no effect and ±100 for the full control effect; nearly all actives have a fitted effect of over 65% in size
IL-2 act = qHTS of IL-2 Activators; IL-2 activation reporter assay, cell-based qHTS; stimulated with anti-CD3/CD4/CD28 beads; in transgenic mouse T cells; activation, % (series mostly up to about 46 µM); 360,000 tested, 0.065% active; AID 652025, 2013; in the data active = activation above about 50%; inconclusive = mostly about 30% to 49%; also: 0% is about no effect
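First, unstimulated transgenic mouse T cells were exposed to compound for 60 min. Next, anti-CD3/anti-CD4-coated beads with anti-CD28 were added. Finally, after 18 h at 37 degrees C, EGFP and DsRed were imaged.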
DRD3 antagonist = qHTS of D3 Dopamine Receptor Antagonist: qHTS. D3R cells, DiscoveRx beta-arrestin luminescence, antagonist mode; hits give low values. max response, negative = inhibition, %. 360,000 tested, 2.5% active. AID 652054, 2013; in the data active = max response below about -50%; inconclusive = no clear call, values can overlap the other calls; also: % is scaled to controls: 0 for no effect and ±100 for the full control effect; mostly tested at two doses, the higher about 12 µM
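Cells expressing the human receptor were seeded at 1500 cells/well, incubated overnight at 37 degrees C in 5% CO2, then exposed to library compounds with dopamine controls for 90 minutes at 37 degrees C before luminescent detection.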
WRN inhibitor = qHTS for Inhibitors of WRN Helicase; Bifunctional 3'-5' exonuclease/ATP-dependent helicase WRN (Homo sapiens), Q14191; WRN helicase unwinding, fluorescent forked duplex, kinetic; Potency, µM (series often up to 114 µM), inactives show at the top dose activity change, negative = inhibition, actives largely listed as inhibitors; 360,000 tested, 0.46% active; AID 651768, 2012; also: potency is read from the fitted curve at half-maximal effect; % is scaled to controls: 0 for no effect and ±100 for the full control effect; nearly all actives have a fitted effect of over 55% in size
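Kinetic fluorescence helicase assay: unwinding of a quenched forked DNA duplex (100 nM final) with 2 mM ATP final raises red fluorescence (525/598 nm). Compounds sat 15 min at room temperature with 20 nM WRN beforehand.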
Starred values were filed as active, the others as inactive; ? = inconclusive; / = not tested or not shown; [ ] = another dose, or the depositor's remark. Unless noted, calls follow the shape of the dose curve; as a rule, active = well fitted curve in the direction sought with a large enough effect; inconclusive = small, poorly fitted or top-dose-only effect, or another doubt; inactive = no such curve, though single readings can be large; an effect the other way counts as inactive or inconclusive. No enrichment for hits; overall some 7.8% were active at least once.

SMILES	GLP-1R agonist	GLP-1R inv ag	HEK293 tox	PI5P4K alpha inh	D3 ag	PLK1 PBD inh	IL-2 act	DRD3 antagonist	WRN inhibitor
CC1(C)Cc2ccccc2-c2nc3ccccc3c(=O)n21	11%	7.9µM*	0%	9	-6	2%	-0.6	0	-5%
O=C(COC(=O)CNC(=O)c1ccccc1Cl)NC1CC1	-5%	-4%	4%	-8	-4	1%	1.7	2	1%
CCOc1ncccc1C(=O)OCc1cccc([N+](=O)[O-])c1	23%	59%[activator]	10%	-2	-3	-6%	0.7	6	-5%
CCOC(=O)C1=C(O)/C(=C/c2ccccn2)SC1=Nc1ccc(Cl)cc1	1%	-9%	-1%	13	0	3%	2.0	-6	-12%
CCCCCCCCCc1conc1C(=O)/C=C/c1oc2c(c1C)CCC(C)C2 (stereo not given)	/	2%	9%	?	-2	-25%	-0.5	-15	-16%
O=C(OCC(=O)N1CCN(c2ccccc2)CC1)c1ccccc1NCCO	10%	?	5%	-9	16	1%	8.2	1	-1%
NC(=O)N/N=C/CCc1ccccc1	-1%	0%	3%	-4	20	4%	-2.7	3	1%
Cc1ccc(C(=O)N/C(=C\c2ccco2)C(=O)NC2CCS(=O)(=O)C2)cc1 (stereo not given)	17%	2%	3%	-1	5	-10%	-0.6	3	6%
CCCS(=O)(=O)N1CCN(c2ccccn2)CC1	-9%	-3%	1%	3	-2	-7%	-2.1	2	2%
CCN1C(=O)[C@H]2[C@H]3CN=C(SC)N3[C@@](Cc3ccccc3)(C(=O)OC)[C@H]2C1=O	-2%	5%	-3%	-1	15	-10%	-0.1	-8	4%
Cc1nn(C)c(C(=O)Nc2ccn(C34CC5CC(CC(C5)C3)C4)n2)c1[N+](=O)[O-]	1%	-27%	59%	3	2	-10%	0.7	10	-22%
CC1=C(C(=O)Nc2ccc(C)cc2C)C(c2ccc([N+](=O)[O-])cc2)n2ncnc2N1 (stereo not given)	4%	8%	-4%	0	-1	-5%	-2.9	-27	-18%
CCOc1ccc(N/C(=N/c2nc(C)cc(C)n2)NC(=O)CC)cc1	-2%	0%	0%	3	7	3%	-0.5	13	-6%
CC1CCCCC1NS(=O)(=O)c1ccc(S(=O)(=O)N2CCCC2)cc1 (stereo not given)	7%	0%	3%	/	4	-9%	-2.1	-8	-4%
Cc1ccccc1C(=O)Nc1nc(SCc2ccc(Cl)cc2)n[nH]1	13%	15%	4%	27	14	4%	-3.0	-8	-6%
COc1ccccc1OCC(O)CN1C(=O)NC(C)(C)C1=O (stereo not given)	1%	-3%	1%	3	-8	27µM*	-1.1	0	-3%
CC(=O)Nc1ccc(SCC(=O)c2cc(C)n(CC(F)(F)F)c2C)cc1	4%	-19%	-15%	-2	2	-26%	4.5	33	0%
N#Cc1ccc(-c2csc(NC(=O)/C=C/c3cccs3)n2)cc1	-10%	1%	25%	-5	9	-2%	1.0	52	-13%
Cc1cc(Br)cc(/C=N/NC(=O)c2ccc3c(c2)OCO3)c1O	-7%	?	-16%	0	-8	-14%	0.0	-22	-5%
CN(C1CCCCC1)S(=O)(=O)c1ccc(SCC(N)=O)nc1	-4%	-1%	-11%	2	-2	-20%	-3.1	-21	7%

In the list so far, four contain four or more nitrogen atoms:
SMILES	GLP-1R agonist	GLP-1R inv ag	HEK293 tox	PI5P4K alpha inh	D3 ag	PLK1 PBD inh	IL-2 act	DRD3 antagonist	WRN inhibitor
Cc1nn(C)c(C(=O)Nc2ccn(C34CC5CC(CC(C5)C3)C4)n2)c1[N+](=O)[O-]	1%	-27%	59%	3	2	-10%	0.7	10	-22%
CC1=C(C(=O)Nc2ccc(C)cc2C)C(c2ccc([N+](=O)[O-])cc2)n2ncnc2N1 (stereo not given)	4%	8%	-4%	0	-1	-5%	-2.9	-27	-18%
CCOc1ccc(N/C(=N/c2nc(C)cc(C)n2)NC(=O)CC)cc1	-2%	0%	0%	3	7	3%	-0.5	13	-6%
Cc1ccccc1C(=O)Nc1nc(SCc2ccc(Cl)cc2)n[nH]1	13%	15%	4%	27	14	4%	-3.0	-8	-6%

The listing continues.
SMILES	GLP-1R agonist	GLP-1R inv ag	HEK293 tox	PI5P4K alpha inh	D3 ag	PLK1 PBD inh	IL-2 act	DRD3 antagonist	WRN inhibitor
CCCC(=O)n1nc(-c2ccccc2)nc1SC	-6%	26%	20%	0	-2	-15%	1.6	2	3%
Cc1ccccc1N1CCN(C2CCCN(C(=O)c3cc(C(C)C)[nH]n3)C2)CC1 (stereo not given)	-1%	?	1%	1	-22	-1%	-2.8	-13	-31%
O=C(NCCCOc1cccc(CN2CCCCC2)c1)c1ccc(Cl)c(Cl)c1	2%	?	?	-6	-38	3%	-3.5	-98*	1%
CN1CCN(C(=O)c2ccccc2-c2nc(-c3ccc(Cl)cc3)no2)CC1	6%	-3%	-37%	/	6	0%	-1.3	4	-2%
CCOC(=O)COc1ncn(-c2ccccc2)n1	2%	12%	-4%	-3	-9	-8%	0.7	21	-7%
Cc1nc2c(Br)cc(Br)cc2cc1O	0%	?	-6%	11	2	-6%	1.1	30	-10%
Cc1cc(C)cc(N(CC(=O)NC2CCC(C)CC2)S(=O)(=O)c2c(C)noc2C)c1 (stereo not given)	1%	?	-28%	-1	-8	-7%	-2.6	-6	0%
NS(=O)(=O)c1ccc(NC(=O)COC(=O)c2cc(Cl)ccc2[N+](=O)[O-])cc1	10%	15%	13%	-15	1	-16%	2.0	-10	-7%
O=C(O)CSc1nc2ccccc2n1Cc1ccccc1	-8%	-23%	2%	-10	-4	?	-0.4	-6	-8%
Cc1oc(-c2ccccc2Cl)nc1CS(=O)CC(=O)NCCc1ccccc1 (stereo not given)	8%	-4%	5%	-8	-3	-13%	0.2	9	8%
O=C(Cn1cccc(C(F)(F)F)c1=O)c1ccc(Cl)cc1	0%	26%	-3%	-2	-1	6%	0.1	6	-23%
CCOC(=O)NC(=O)COC(=O)c1cccc2ccccc12	6%	0%	0%	-2	-1	-4%	3.5	-26	-3%
CC(C)OCCCNC(=O)CCSc1ccc(Cl)cc1	-11%	7%	1%	/	-18	-9%	-2.4	-17	-6%
CC(C)(C)N1C(=O)[C@H]2[C@@H](c3ccc(Br)cc3)N3C(=O)N(c4cccc(Br)c4)C(=O)[C@@]3(Cc3ccccc3)[C@H]2C1=O	-2%	?	4%	15	3	-2%	0.0	3	-11%
COc1cccc(-c2nn(C)c3sc(C(=O)N4CCN(c5ccccn5)CC4)cc23)c1	-14%	?	15%	10	-4	-15%	-3.8	-10	-10%
CCN(C(=O)COC(=O)c1ccc(O)cc1)c1cccc2ccccc12	-7%	?	-3%	2	2	0%	2.0	5	-17%
COc1ccc(C/C(C)=N/NC(=O)c2ccc(C)cc2C)cc1	8%	-22%	?	2	5	-4%	-0.2	8	-4%
CCCC(NC(=O)c1c(C)noc1C)C12CC3CC(CC(C3)C1)C2 (stereo not given)	-2%	-5%[7.66 µM]	-5%[7.66 µM]	1	-1	-3%	-0.5	-12	7%
COCCNC(=O)C1CCCN(C(=O)/C=C/c2ccccc2)CC1 (stereo not given)	-4%	14%	-16%	1	-10	-2%	0.1	-3	-2%
COc1ccc(C(CC(=O)NCC(OC)OC)NS(=O)(=O)c2ccc(Cl)cc2)cc1 (stereo not given)	6%	-8%	11%	-6	-8	-8%	-1.3	-25	28%
O=C(CN(CC1CCCO1)C(=O)CNS(=O)(=O)c1ccc(F)cc1)NCC1CCCO1 (stereo not given)	1%	12%	17%	14	2	-19%	0.4	7	-1%
Cc1ccc(C)c(C(=O)COC(=O)CNS(=O)(=O)c2ccccc2)c1	14%	-11%	4%	7	7	?	0.9	0	2%
O=C(N/N=C/c1c[nH]c2ccccc12)c1ccc(Cl)cc1	6%	?	-5%	-21	-39	-8%	-4.2	?	-13%
CC(C)C[C@H](N)c1cn([C@@H](CCCCN)C(=O)N2CCNCC2)nn1	-22%	0.89µM*	?	24	-6	-13%	-0.1	-17	-9%
COc1ccc(/C=C2\CN(Cc3ccccc3)C/C(=C\c3ccc(OC)cc3)C2=O)cc1	12%	7%	-20%	25	3	2%	0.2	5	-12%
Cc1cccc(OCCCC(=O)O)c1	-9%	6%	2%	-6	-7	-2%	-3.5	23	-15%
CSCC[C@H](NC(=O)OC(C)(C)C)C(=O)NCC1CCC(C(=O)N[C@@H](Cc2ccccc2)C(=O)O)CC1 (stereo not given in full)	-1%	1%	-10%	1	11	7%	0.7	1	-7%
CCN(C(=O)CN1CCN(S(=O)(=O)c2ccccc2C(F)(F)F)CC1)c1c(N)n(Cc2ccccc2)c(=O)[nH]c1=O	-1%	4%	11%	-6	2	-5%	2.4	0	-5%
COC(=O)CCCC1=CC2=C(c3ccccc3)C(=O)C(C)(OC(=O)C3CCCC3)C(=O)C2=CN1CCCCO (stereo not given)	11%	9%	-8%	0	12	-8%	-1.9	43	4%
CC(=O)N1CCOc2ccc(S(=O)(=O)N3CCC(C(=O)Nc4ccc(C)cc4)CC3)cc21	0%	-11%	-3%	1	0	-2%	2.1	9	-1%
CCc1nn2c(N3CCOCC3)cc(C)nc2c1-c1ccc(F)cc1	10%	-25%	-4%	9	5	-3%	0.8	2	-6%
CCCS(=O)(=O)NC(=O)C1(C)CCCN(C(=O)c2cc(C)n(C(C)(C)C)n2)C1 (stereo not given)	-2%	10%	-9%	-4	-4	0%	0.6	35	2%
NC(=O)c1ccccc1OCc1nc2ccccc2s1	5%	5%	6%	0	2	-14%	-0.5	-1	5%

Compound activity (PubChem BioAssay)
